# Source: PubChem (National Center for Advancing Translational Sciences (NCATS))
# N370S GC mod: N370S glucocerebrosidase modulation, Gaucher chaperone candidate | P04062 | N370S GC spleen homogenate, 4MU-glucoside fluorescence | Potency, µM (titrated, usually from 59.4 µM), for the others: at the top dose activity change, negative = inhibition, most hits filed as inhibitors | 330,000 tested, 0.092% active | AID 2101;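 further: 0% = full enzyme activity and -100% = no enzyme basal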
# KAT2A inh: blocks human GCN5L2 histone acetyltransferase; Q92830; GCN5L2 HAT assay, ThioGlo1 CoA-SH fluorescence; Potency, µM (titrated, usually from 58.9 µM), without a hit: top-dose activity change, negative = inhibition, usual class: inhibitors; 390,000 tested, 0.21% active
#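 Fluorescence readout, Ex340nm/Em540nm: ThioGlo1 (50uM final) reacts with free CoA thiol released as 20nM GCN5L2 acetylates H3(1-25) peptide (75uM) using acetyl-CoA (70uM). Compound and enzyme sat 15 min beforehand; 20 min room-temperature reaction.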
# FEN1 inhibitor: human FEN1 inhibition; P39748; Recombinant FEN1 flap cleavage, fluorescence, 15 min; Potency, µM (highest dose often 114 µM), without a hit: at the top dose activity change, negative = inhibition, actives largely listed as inhibitors; 390,000 tested, 0.35% active; AID 588795; further: nearly all actives have a fitted effect of over 65% in size
# Target sequence (P39748 whole entry, looked up): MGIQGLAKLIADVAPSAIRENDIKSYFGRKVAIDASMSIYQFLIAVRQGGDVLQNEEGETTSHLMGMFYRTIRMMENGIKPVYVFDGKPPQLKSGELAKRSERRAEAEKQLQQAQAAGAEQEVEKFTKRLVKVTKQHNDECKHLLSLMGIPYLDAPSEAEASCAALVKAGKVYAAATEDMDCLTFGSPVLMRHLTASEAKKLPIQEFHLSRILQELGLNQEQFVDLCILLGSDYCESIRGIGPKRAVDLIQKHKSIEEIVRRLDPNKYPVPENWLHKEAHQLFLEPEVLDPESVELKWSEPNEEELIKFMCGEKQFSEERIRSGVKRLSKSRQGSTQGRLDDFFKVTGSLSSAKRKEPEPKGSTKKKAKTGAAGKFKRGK
#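 Concentration–response screening of FEN1 (10 nM): 15 min compound preincubation at room temperature, reaction started with 50 nM substrate and read at 0 and 15 min. Corrected, normalized data were fitted by a four-parameter Hill equation.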
# Active calls of the source: *; ? = inconclusive; . = no result given; & = joins results of further samples; [ ] = remark or other dose. The call rests on the fitted dose curve; in most records, active means well fitted curve in the direction sought with a large enough effect; inconclusive means small, poorly fitted or top-dose-only effect, or another doubt; inactive means no such curve, though single readings can be large; an effect the other way counts as inactive or inconclusive. Unless noted, on the % scale 0 is the no-effect control and ±100 the full control effect; potency means the concentration at half of the fitted maximal effect.
# Sample of the layout, 2 compounds:
compound,N370S GC mod,KAT2A inh,FEN1 inhibitor
CN(CC(=O)NCc1ccncc1)S(=O)(=O)c1ccccc1,-9%,0%,-14%
Fc1c(F)c(C(F)(F)F)c(F)c(F)c1N/N=C\c1cccs1,9%,-10%,-6%

# Main list (from the top)
compound,N370S GC mod,KAT2A inh,FEN1 inhibitor
CN(CC(=O)NCc1ccncc1)S(=O)(=O)c1ccccc1,-9%,0%,-14%
Fc1c(F)c(C(F)(F)F)c(F)c(F)c1N/N=C\c1cccs1,9%,-10%,-6%
COc1ccccc1N1CC(C(=O)Nc2nnc(SCc3ccccn3)s2)CC1=O (stereo not drawn),11%,19%,-4%
NC(=O)C1CCN(C2=C(Cl)C(=O)c3ccccc3C2=O)CC1,-23%,-15%,?
COc1ccc(-c2cc(=O)oc3cc(OC(=O)C4CCCCC4)ccc23)cc1,3%,-8%,-16%
O=C(NNc1nc2ccccc2s1)Nc1ccc(F)cc1,18%,1%,13%
CC(NC(=O)c1ccc(CS(C)(=O)=O)cc1)c1cccc2ccccc12 (stereo not drawn),-1%,-3%,1%
COc1ccc(-c2nsc(SCC(=O)Nc3cc(C)on3)n2)cc1,-11%,-8%,10%

# Record cards, from the list above. Values in the order: N370S GC mod, KAT2A inh, FEN1 inhibitor
# `CC(NC(=O)c1ccc(CS(C)(=O)=O)cc1)c1cccc2ccccc12` (stereo not drawn) is listed with -1%, -3%, 1%
# `COc1ccccc1N1CC(C(=O)Nc2nnc(SCc3ccccn3)s2)CC1=O` (stereo not drawn) is listed with 11%, 19%, -4%

# Later entries
compound,N370S GC mod,KAT2A inh,FEN1 inhibitor
CCOc1ccccc1-c1noc(CCC(=O)NC2CCCCC2)n1,2%,-3%,-3%
COc1ccc2ccccc2c1CN1CCCC(CO)C1 (stereo not drawn),6%,-3%,-11%
COc1ccc(S(=O)(=O)N2CCN(C)CC2)c(C)c1,3%,-16%,-1%
C[C@H](CO)NC(=O)[C@H](C)[C@@H]1C[C@@]1(C)[C@@H](NC(=O)OCc1ccccc1)c1ccccc1,-6%&-3%,-27%,0%
Cc1ccc(C)c(NS(=O)(=O)c2cc3c(cc2C)n(C)c(=O)c(=O)n3C)c1,.,-10%,-3%
CCc1cc(/C(Cc2cscn2)=N\O)c(O)cc1O,.,1%,-19%
Nc1c(C(=O)Nc2ccc3c(c2)OCCO3)nnn1Cc1ccccc1,7%,-12%,14%
C/C(CCN1CCc2nc(-c3ccccc3)c(-c3ccccc3)cc2C1)=N\O[C@H](C)c1cn([C@H](CO)Cc2ccccc2)nn1,-16%,-3%,.
Nn1c(COc2cccc(Br)c2)nnc1SCC(=O)NCC1CCCO1 (stereo not drawn),.,-1%,-19%
Brc1c(CSc2nncn2-c2ccccc2)nc2ncccn12,?,2%,2%
Cc1cc(NC(=O)CCN2C(=O)/C(=C\c3ccccc3)SC2=S)no1,1%,0%,16%
Cc1ccc(S(=O)(=O)N2CCCC2C(=O)NCCc2ccccc2)cc1 (stereo not drawn),1%,2%,10%
Cc1ccccc1C(=O)NCc1nnc(SCC(=O)N2CCN(c3ccccc3)CC2)n1C,2%,0%,-1%
CCCCC(C)(C)[C@H](O)/C=C/[C@H]1[C@H](O)CC(=O)[C@@H]1C/C=C\CCCC(=O)O,-10%&-13%,-6%,.
Cc1csc2c(N3CCN(S(=O)(=O)c4ccc(Cl)cc4)CC3)ncnc12,-7%,-1%,13%
CCOc1ccc(NC(=O)c2cc(=O)c3cc(CC)ccc3o2)cc1,.,1%,-2%
COC(=O)/C(=C\c1cc(OC)c(OC)c(OC)c1)c1nc2ccccc2[nH]1,-1%,-15%,-3%
COc1ccc(N2CCN(S(=O)(=O)c3cc4c(cc3C)NC(=O)CO4)CC2)cc1,-8%,-10%,7%
O=S(=O)(Nc1cccc(Cl)c1)c1ccc2[nH]c3c(c2c1)CCCCCC3,.,-15%,-9%
O=C(COC(=O)c1ccc(Br)c(S(=O)(=O)N2CCOCC2)c1)NCC1CCCO1 (stereo not drawn),1%,-8%,4%
Cc1cc(Cl)ccc1NC(=S)N1CCN(C(=O)c2ccco2)CC1,-12%,-2%,5%
CC(C)OCCCNC(=O)Cn1ccc2cc(S(=O)(=O)N3CCCCC3)ccc21,5%,-3%,1%
CCc1c(O)nc(SCC(=O)Nc2ccc(C)cc2)n(C2CCCCC2)c1=O,-13%,.,8%
CC(C)(C)NS(=O)(=O)c1ccc(CCC(=O)N2CCCCC2)cc1,-14%,0%,0%
O=C(CSc1nc2ccccc2o1)NC(=O)NCc1ccccc1,17%,-12%,-1%
C=C(C)C(O)COc1c2occc2c(OC)c2ccc(=O)oc12 (stereo not drawn),.,-2%,-10%
COc1ccc(CN(C)C(=O)c2ccccc2Sc2ccccc2C#N)cc1OC,-2%,-17%,-10%
COc1ccc(Cl)cc1NC(=S)NCCSc1ccc(C)cc1,11%,-18%,-18%
CN(CCNC(=O)c1ccc(/C=N/O)nc1)Cc1ccccc1,-1%,1%,0%
C=C(C)Cn1c(=O)c2c(nc3n2CCN3c2cccc(Cl)c2C)n(C)c1=O,-7%,-1%,-4%
COc1ccccc1NS(=O)(=O)c1cc(NC(=O)CNC(=O)c2ccccc2)ccc1C,-3%,-6%,-3%
O=C(Nc1ccc([N+](=O)[O-])cn1)C1CCCCC1,1%,-3%,-8%
COc1cccc(NC(=O)CN(C)C(=O)c2cc3c(s2)CCCC3)c1,.,-2%,10%
CC(C)CNS(=O)(=O)c1ccc(CCC(=O)N2CCC(C(N)=O)CC2)cc1,5%,-8%,18%
O=C(NCC(=O)N1CCCCCCC1)c1ccc(Cl)cc1,.,1%,3%
Cc1cccc(NCC(O)Cn2cnc3c2c(=O)n(C)c(=O)n3C)c1 (stereo not drawn),4%,-8%,2%
Cc1cccc(NC(=O)c2onc3c2CCCC3)n1,-14%,-4%,3%
CC(=O)Nc1ccc(S(=O)(=O)N(C)CCOCc2ccccc2)cc1,10%,-1%,0%
CCN1CCN(Cc2nc3ccc([N+](=O)[O-])cc3c(=O)n2-c2ccc(OC)cc2OC)CC1,-2%,-2%,-8%
CCCCn1c(SCC(N)=O)nc2sc3c(c2c1=O)CCC3,-10%,1%,15%
CC1(c2nnc(-c3ccc(F)cc3)o2)CC(c2ccc([N+](=O)[O-])cc2)=NO1 (stereo not drawn),-6%,?,-10%
O=C(CSCc1ccccc1)N1CCN(Cc2ccc3c(c2)OCO3)CC1,-2%,-4%,2%
Cc1cc(N)c(-n2cc3c(=O)n(C)c(=O)n(C)c3c2)cc1C,0%,-11%,-5%
COc1ccc(Cn2nnnc2C(C(C)C)N2CCN(c3ccccc3OC)CC2)cc1 (stereo not drawn),-5%,-1%,14%
C#C[C@]1(O)CC[C@H]2[C@@H]3CCc4cc(OC)ccc4[C@H]3CC[C@@]21C,0%,?,-3%
CCCN(CC(=O)Nc1ccccc1C)C(=O)c1ccc(S(=O)(=O)N2CCCC2)cc1,-2%,-1%,-9%
COCc1cc(C)nc(Nc2cc(C)ccc2C)c1C#N,12%,-4%,39%[activator]
O=c1c2sc3ccccc3c2n(Cc2cccc(F)c2)c(=O)n1Cc1ccccc1,.,-5%,15%

# The list continues:
# Results follow in this order: N370S GC mod | KAT2A inh | FEN1 inhibitor
COc1cccc(-c2nnc(SCC(=O)N3CCC(C)CC3)o2)c1
→ . | -1% | 11%
CCN(CC)c1ccc(NC(=O)C(Cc2ccccc2)NS(=O)(=O)c2ccc(Br)s2)c(C)c1 (stereo not drawn)
→ . | -1% | -12%
CCOC(=O)c1c(S(=O)(=O)N2CCC(C(=O)N3CCN(c4ccc(F)cc4)CC3)CC2)c(C)n(C)c1C
→ . | -17% | -2%
Cc1ccc(-c2nc(SCC(=O)Nc3cc(C)on3)c3c(=O)n(C)c(=O)n(C)c3n2)cc1
→ 1% | -13%&-5% | -1%&-5%
Cc1cc(C)c(NC(=O)C2CCN(C(=O)c3ccco3)CC2)c(C)c1
→ -13% | -2% | -3%
CCCC(=O)Nc1ccc(C(=O)N/N=C/c2ccc([N+](=O)[O-])o2)cc1
→ -4% | ? | -29%
CC(C)n1c(SCC(=O)NC2CC2)nnc1-c1ccco1
→ 0% | 1% | -6%
Cc1oc(CC(C)C)cc1C(N)=O
→ 5% | -7% | 4%
CCOC(=O)c1cnc(N2CCOCC2)[nH]c1=O
→ 5% | -3% | -1%
Cc1nc2cc(NS(=O)(=O)c3cccc(F)c3)ccc2s1
→ -27% | 9% | -6%

# 2 of these compounds, reformatted.
compound: Nn1c(COc2cccc(Br)c2)nnc1SCC(=O)NCC1CCCO1 (stereo not drawn)
  N370S GC mod: .
  KAT2A inh: -1%
  FEN1 inhibitor: -19%

compound: Brc1c(CSc2nncn2-c2ccccc2)nc2ncccn12
  N370S GC mod: ?
  KAT2A inh: 2%
  FEN1 inhibitor: 2%

# Later entries.
# Results follow in this order: N370S GC mod | KAT2A inh | FEN1 inhibitor
O=C(NCCN1CCCC1)c1cccc(Cl)c1
→ 8% | -7% | 0%
COc1ccc(NC(=O)CNS(=O)(=O)c2ccc(Cl)cc2)cc1OC
→ 7% | -7% | -1%
O=C1CC(Nc2ccccc2)C(=O)N1Cc1ccccc1 (stereo not drawn)
→ 4% | -14% | 1%
CN1CC(=O)N(CC(=O)Nc2ccc3c(c2)CCC3)C1=O
→ 0% | -2% | -5%
Cc1cc(C)n(C(=O)CNC(=O)c2ccccc2F)n1
→ -11% | -4% | -2%
O=C(CSCc1ccccc1Br)N/N=C/c1ccc(OCC(=O)N2CCCCC2)cc1
→ -1% | 1% | -2%
O=C(c1cccs1)N1CCN(S(=O)(=O)c2cccc(Cl)c2Cl)CC1
→ -5% | -15% | -17%
O=C(COC(=O)CCOc1ccccc1)Nc1cc(S(=O)(=O)N2CCCCC2)ccc1Cl
→ 0% | -2% | -5%
COc1ccc(N(CC(O)Cn2nnc3ccccc32)S(=O)(=O)c2ccc(C)cc2)cc1 (stereo not drawn)
→ 4% | -5% | -7%
CCOc1ccccc1NC(=O)COC(=O)/C=C/c1cccs1
→ . | -1% | ?
COCCN1C(=O)C(=O)/C(=C(/O)c2ccc(C)cc2)C1c1ccccn1 (stereo not drawn)
→ -3% | -4% | 16%
N#C/C(C(=O)N1CCOCC1)=C1/SC(Cc2ccccc2Cl)C(=O)N1c1ccccc1 (stereo not drawn)
→ -17% | -7% | -15%
Cc1[nH]c2ccc(F)cc2c1CCN(Cc1cccnc1)C(=S)Nc1ccccc1
→ 17% | -7% | -16%
CC(C)(C)OC(=O)CNC(=O)c1[nH]cnc1C(=O)N[C@@H](Cc1ccccc1)C(=O)OCc1ccccc1
→ 24% | -22% | -26%
O=C(c1cc2ccccc2s1)N1CCOCC1
→ -18% | 0% | 17%
O=C(Nc1ccc(Cl)cc1C(=O)N1CCCCC1)c1ccco1
→ -16% | -4% | -10%
N/C(=N\OC(=O)c1csnn1)c1ccc(C(F)(F)F)cc1
→ 7% | -12% | -1%
COCC(C)NC(=O)C1=CC(c2ccc3c(c2)OCO3)=NS(=O)(=O)N1C (stereo not drawn)
→ . | -6% | 12%
COc1cccc(CC(NC(C)=O)C(=O)NC2CCN(c3nnnn3-c3ccccc3)CC2)c1 (stereo not drawn)
→ 8% | -9% | 14%
COc1ccc2ccc(OCC(=O)NCC3CCCO3)cc2c1 (stereo not drawn)
→ -7% | -18% | -4%
CNC[C@H]1Oc2c(NC(=O)C3CC3)cccc2C(=O)N([C@H](C)CO)C[C@@H]1C
→ . | 1% | 4%
O=C(C1CCCN(c2ncnc3c2nc2n3CCCCC2)C1)N1CCCCC1 (stereo not drawn)
→ 1% | -16% | 16%
CCCc1cc(=O)[nH]c(SCC(=O)NC(=O)c2ccccc2)n1
→ -2% | -1% | -2%
CCCCCC[n+]1c(-c2ccc(Cl)cc2Cl)csc1Nc1ccccc1
→ 1% | -2% | -6%
Cc1cc2nsnc2c(S(=O)(=O)NCC(=O)O)c1C
→ -4% | 0% | -1%
Cn1cccc1C(=O)N1CCC2(CC1)CCN(c1cccc(-c3ccccc3)c1)CC2
→ -17% | -20% | .
COc1cccc(-c2nnc3sc(-c4ccco4)nn23)c1
→ 2% | -3% | -5%
CCOc1ccc(OCC)c(NC(=O)C2CCCN2S(=O)(=O)c2cccc3cccnc23)c1 (stereo not drawn)
→ 6% | -12% | -5%
C=CC[C@@H](CC(=O)N(CCO)Cc1ccccc1)C(=O)N[C@H](COC(=O)[C@@H](CC=C)Cc1ccc(F)cc1)C(C)(C)C
→ . | -12% | -30%
CCN(CC)c1ccc(/C=N/NC(=O)c2ccc(Br)o2)cc1
→ 7% | -13% | -9%
CC(=O)Nc1ccc(NC(=O)c2nc(SCc3ccccc3C)ncc2Cl)cc1
→ . | -4% | 17%
CC(=O)CCc1oc2ccc(C)cc2c1-c1ccc(C)o1
→ ? | -14% | 3%
C/C(=N\NC(=O)NC1CCCCC1)c1ccc(OC(F)F)cc1OC(F)F
→ ? | -10% | -24%
C=CCn1c(SCc2ccc(C(=O)Nc3nccs3)cc2)nnc1-c1ccc(C)c(Cl)c1
→ 8% | 22% | -15%

# These rows are one share of the data; rates above refer to the full screens.
